LEDGF integ inh: blocks HIV-1 LEDGF/p75-dependent DNA integration | TR-FRET IN-LEDGF/p75 DNA integration, Eu/Cy5 | inhibition, % at 3.7 µM | 370,000 compounds, 0.64% hits | AID 743269;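 active means inhibition above the screen-wide mean plus 3 SD, cut at about 13% in these data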;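 further: signal is the Cy5 over europium emission ratio at 671 and 618 nm; 0% = plate median of compound wells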
SIAE inh: inhibitors of human sialic acid acetylesterase SIAE | Q9HAT2 | SIAE FP-Rh probe binding, fluorescence polarization | inhibition, % at 9.66 µM | 370,000 compounds, 0.69% hits | AID 1053197;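 active means inhibition above a cutoff: mean of compounds within the control limits plus 3 SD of those, cut at about 17% in these data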;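 further: 0% = plate median of compound wells and 100% = probe without SIAE protein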
TDP2 absorb: blocks human TDP2 phosphodiesterase activity; recombinant TDP2, T5PNP hydrolysis, p-nitrophenol absorbance 415 nm; inhibition, % at 12.8 µM; 370,000 compounds, 0.34% hits; AID 720702;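 active means inhibition above the mean of all tested compounds plus 3 SD, set per campaign, cut at about 25% in these data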;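 further: 0% = DMSO with enzyme and 100% = buffer with substrate but no TDP2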
Target sequence (O95551 whole entry, looked up): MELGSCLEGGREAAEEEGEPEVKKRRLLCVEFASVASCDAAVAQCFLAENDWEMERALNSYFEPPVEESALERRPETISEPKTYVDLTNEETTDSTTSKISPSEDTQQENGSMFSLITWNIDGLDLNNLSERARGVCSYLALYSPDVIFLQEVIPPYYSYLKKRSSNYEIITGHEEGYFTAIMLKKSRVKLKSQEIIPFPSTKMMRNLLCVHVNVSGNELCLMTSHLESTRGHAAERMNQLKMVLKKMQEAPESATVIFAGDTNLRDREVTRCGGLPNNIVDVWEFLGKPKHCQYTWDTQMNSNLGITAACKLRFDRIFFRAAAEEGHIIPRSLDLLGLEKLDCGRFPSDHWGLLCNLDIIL
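Assay system: recombinant human TDP2 / Reagent: T5PNP substrate at 5 mM, a TopII-DNA adduct mimic / Measured by: epi absorbance from released p-nitrophenol / Evaluation: % inhibition relative to enzyme-containing and enzyme-free wells / Control set: enzyme-free and DMSO wells / Replicates: each compound tested once, singlicate / Schedule: enzyme reaction with compound for 2 h at 37 °C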
proKLK7 act: activates the human kallikrein-7 zymogen; P49862; 370,000 compounds, 0.9% hits; purified proKLK7, EDANS-DABCYL substrate fluorescence; 100% is mature enzyme control, 0% vehicle; activation, % at 7 µM;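 active means activation above the mean of all tested compounds plus 3 SD, computed per campaign excluding outliers beyond control limits, cut at about 13% in these data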
Target sequence (P49862 whole entry, looked up): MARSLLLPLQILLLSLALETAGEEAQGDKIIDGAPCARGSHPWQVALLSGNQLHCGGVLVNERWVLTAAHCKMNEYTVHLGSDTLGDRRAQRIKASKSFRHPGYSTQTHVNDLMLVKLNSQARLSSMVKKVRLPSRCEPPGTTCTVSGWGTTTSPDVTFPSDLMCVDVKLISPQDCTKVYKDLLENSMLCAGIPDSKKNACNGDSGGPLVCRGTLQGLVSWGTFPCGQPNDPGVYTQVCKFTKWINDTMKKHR
UHRF1 binding: UHRF1 methyl-DNA binding inhibition; Q96T88; UHRF1 binding to methylated oligo, TR-FRET; inhibition, % at 4.4 µM; 370,000 compounds, 0.75% hits; AID 687016; in the data active means inhibition above about 21%;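 further: UHRF1 SRA domain binding a hemimethylated CpG hairpin DNA probe; 0% = median of test compound wells and 100% = reference inhibitor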
Tn6 DDE FP: disrupts Tn6 cyclic peptide binding to fibrin D-Dimer-E complex. P02675. Fibrin DD(E) TRITC-Tn6 fluorescence polarization displacement. inhibition, % at 8.3 µM. 370,000 compounds, 0.21% hits. AID 720509;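 active means inhibition above a per-campaign cutoff: mean of compounds within control limits plus 3 SD, cut at about 15% in these data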;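 further: 0% = median of all compound wells on the plate and 100% = blocking peptide control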
PRMT1 FP inh: blocks human protein arginine methyltransferase 1; Q99873; recombinant PRMT1, activity-based probe fluorescence polarization; inhibition, % at 2.79 µM; 370,000 compounds, 1.3% hits;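 active means inhibition above about 21% made by adding two undisclosed values, limit read from the data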
TCR-CD3 inh: human TCR-CD3 binding inhibition. TAMRA-labeled TCR probe fluorescence, biochemical. inhibition, % at 9.4 µM. 360,000 compounds, 0.37% hits; in the data active means inhibition above about 19%;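 further: recombinant mutant TCR 2C K166C tagged with TAMRA read by polarization; 0% = receptor in buffer alone and 100% = receptor with positive control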
DDE Tn7 FP inh: disrupts Tn7 cyclic peptide binding to fibrin D-Dimer-E complex | FP displacement of FITC-Tn7 peptide from fibrin DD(E); 0% = median of compound wells per plate | P02675 | AID 720508 | inhibition, % at 8.3 µM | 370,000 compounds, 0.13% hits;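 active means inhibition above the mean of compounds falling within the control limits plus 3 SD of them, cut at about 14% in these data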;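 further: 0% = plate median of compound wells and 100% = 10 µM Aha-Tn7 peptide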
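Assay system: Human fibrin DD(E) protein | Medium: Tris buffer with calcium and detergent, pH 7.8 | Reagent: 0.1 µM fluorescent Tn7 | Compound dosing: Single point at 8.3 µM | Times: 10 min preincubation, 3 h with tracer, room temperature | Detection: Fluorescence polarization of the labelled Tn7 tracer | Controls: Aha-Tn7 high control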
MBD2 DNA inh: MBD2-methylated oligo binding inhibition | TR-FRET, MBD2 binding to methylated oligonucleotide | 370,000 compounds, 0.31% hits | AID 686964 | Q9UBB5 | inhibition, % at 4.4 µM; in the data active means inhibition above about 13%
Target sequence (Q9UBB5 whole entry, looked up): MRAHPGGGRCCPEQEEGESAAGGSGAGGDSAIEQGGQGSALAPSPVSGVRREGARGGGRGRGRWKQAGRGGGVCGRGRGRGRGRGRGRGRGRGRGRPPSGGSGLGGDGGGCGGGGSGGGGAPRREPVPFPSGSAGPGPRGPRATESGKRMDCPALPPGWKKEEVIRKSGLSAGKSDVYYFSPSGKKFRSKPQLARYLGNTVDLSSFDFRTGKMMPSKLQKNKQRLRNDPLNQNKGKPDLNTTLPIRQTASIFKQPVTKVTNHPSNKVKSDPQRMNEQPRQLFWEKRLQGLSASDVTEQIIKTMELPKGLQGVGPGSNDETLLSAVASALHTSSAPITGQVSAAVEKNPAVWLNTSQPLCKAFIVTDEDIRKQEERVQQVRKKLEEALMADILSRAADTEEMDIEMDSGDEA
* = called active by the depositor; x = no result given.

SMILES	LEDGF integ inh	SIAE inh	TDP2 absorb	proKLK7 act	UHRF1 binding	Tn6 DDE FP	PRMT1 FP inh	TCR-CD3 inh	DDE Tn7 FP inh	MBD2 DNA inh
Cc1ccc2c(CC(=O)Nc3c(C)n(C)n(-c4ccccc4)c3=O)coc2c1	-1.5	0.8	-6.6	0.2	1.8	-6.2	1.2	7.2	-1.4	-1.3
NC(=O)c1ncn([C@@H]2O[C@H](CNCc3ccccc3C#Cc3ccccc3)[C@@H](O)[C@H]2O)n1	1.4	-0.5	2.5	0.1	1.2	-0.2	3.8	-1.2	2.8	-3.4
O=C(CSc1nnc(NC(=O)c2ccccc2F)s1)NCc1ccco1	2.2	0.3	20.4	-0.3	1.1	1.8	1.4	-5.4	-0.6	0.7
Cc1ccc(OCC(=O)NCCNC(=O)c2cccnc2)cc1C	2.6	6.5	-3.2	-0.2	-0.4	1.1	-5.0	-4.9	-8.0	-0.1
O=C(CCS(=O)(=O)c1ccccc1)Nc1ncc([N+](=O)[O-])s1	-1.9	5.7	-10.4	0.6	-0.7	3.4	0.8	5.7	6.4	-4.0
CN1CCN(CCCNC(=O)c2cn(C3CCCCC3)c(=O)c3c2c2ccccc2n3C)CC1	0.4	1.3	-1.9	1.8	1.8	5.7	0.0	-7.2	0.6	-4.2
CCCCC(=O)Nc1cccc(NC(=O)c2cccc(Br)c2)c1	-2.5	-3.6	8.0	0.4	1.8	-4.9	0.9	-0.8	3.4	0.9
COc1cccc(C(O)c2ncc(-c3ccc4ccccc4c3)[nH]2)c1 (stereo not drawn)	1.4	3.8	-8.9	-0.2	1.4	1.0	-3.6	-9.0	-5.1	0.1
COc1ccc(NC(=O)C2CCN(S(=O)(=O)c3ccccc3)CC2)cc1	1.1	-2.9	7.7	0.6	1.5	2.3	0.5	-2.1	1.3	-0.1
COc1ccc(C(=O)N2CCNC(=O)C2CC(=O)Nc2cc(Cl)ccc2OC)cc1 (stereo not drawn)	-0.3	16.3	6.9	0.3	-1.3	-2.6	1.1	2.2	8.7	-3.5
COC(CNC(=O)[C@H](Cc1ccccc1)NC1(C(=O)NC2CCCCC2)CCCC1)OC	6.3	-5.0	-12.3	x	4.9	3.3	-2.2	x	-8.6	4.5
Cc1ccc(C(=O)OCC(=O)NC2CCCc3ccccc32)o1 (stereo not drawn)	2.2	8.1	-6.1	0.0	5.1	-1.9	6.8	-6.3	6.1	-1.3
O=C(O)c1ccccc1NS(=O)(=O)c1ccc(N/N=C/c2ccc(O)c(O)c2)c([N+](=O)[O-])c1	2.7	-1.3	-11.8	0.2	2.6	-16.6	32.8*	18.9*	-7.4	0.0
Cc1ccccc1-c1nc2c(s1)CCc1onc(-c3cccc([N+](=O)[O-])c3)c1-2	0.7	-7.6	-10.8	-0.1	-3.4	8.7	-1.9	4.3	-2.2	5.9
C/C(=N\NC(=O)CNc1cccc(C(F)(F)F)c1)c1ccc(Br)cc1	-1.1	-3.5	2.5	-0.5	0.2	5.3	-2.9	1.1	2.5	-7.2
O=[N+]([O-])c1ccc(CSc2nnc(SCc3ccccc3)s2)cc1	5.8	-3.6	-6.5	-0.1	-0.7	-6.9	-0.7	-2.5	2.9	-5.8
Cc1ccc(C(=O)NNC(=O)CSc2nnc(-c3ccccc3)n2Cc2ccccc2)cc1	3.2	-3.1	-1.2	0.1	2.5	-1.3	-0.9	-8.2	-3.0	-8.8
CCOC(=O)C1=C(C)NC(=S)NC1c1cc(C)sc1C (stereo not drawn)	0.9	8.9	5.7	-0.6	-1.4	10.3	-5.0	4.5	-2.8	9.2
COc1ccc2sc(N(CCCN(C)C)C(=O)c3ccc(S(=O)(=O)N(C)C4CCCCC4)cc3)nc2c1	2.2	2.5	-14.6	-0.6	0.2	-0.2	-7.4	9.8	-0.6	-2.7
N#Cc1c(Nc2ccccc2)c(C=NCCN2CCOCC2)c[nH]c1=O	4.7	5.0	6.7	1.7	-5.3	-4.9	-0.9	3.0	8.5	2.0
CCN(CC)CCN(C(=O)c1ccc(S(=O)(=O)N(CC)c2ccccc2)cc1)c1nc2c(OC)ccc(OC)c2s1	3.8	7.0	-0.3	1.2	3.6	-1.1	-0.5	-1.4	2.7	-3.7
O=C(C=Cc1ccccc1)c1ccc([N+](=O)[O-])cc1	0.9	2.0	5.4	-0.3	-0.5	-9.5	-1.3	4.3	1.7	1.3
Cc1cc(=O)c2c(o1)CC(C)(C)CC2=O	-1.4	-0.1	13.7	-0.9	6.1	-6.5	0.8	-1.6	3.8	-5.2
O=C(CCc1ccccc1)N1CCN(Cc2ccc(F)cc2Cl)CC1	1.1	0.3	4.1	0.0	-2.2	2.8	-0.6	6.8	-7.0	0.5
CC1CC(c2ccccc2)n2nc(NC(=O)c3ccco3)nc2N1 (stereo not drawn)	-1.1	2.5	5.3	0.2	-0.9	3.0	0.5	7.5	6.2	-4.6
COc1ccc(NC(=O)CS(=O)(=O)Cc2nc(-c3ccc(C)cc3)oc2C)cc1	0.9	1.1	3.6	0.1	2.3	-5.0	-1.1	1.7	2.5	-1.2
C=CCOC(=O)CCP(=O)(CCC(=O)OCC=C)c1ccccc1	-1.0	-4.2	-3.5	-0.1	-0.8	14.8	1.7	6.2	7.8	-2.4
Cc1cc(C)cc(N(CCC#N)C(=O)CSc2nc3nc(C)cc(C)n3n2)c1	3.3	-0.9	-17.8	-0.3	0.8	-10.4	-1.0	-3.0	-3.8	-6.7
Nc1nnnn1/N=C/c1cccc(Br)c1	-6.0	3.5	-16.6	-0.3	8.7	-8.7	2.9	-9.3	-5.9	-3.6
C/C(N)=C(/C#N)C(=O)COC(=O)c1cccc2ccccc12	-3.3	-6.4	6.9	-0.2	2.4	6.3	-1.7	-4.5	3.1	-0.7
Cc1cc(C(=O)O)ccc1[N+](=O)[O-]	2.6	-4.0	-3.4	-0.1	1.0	3.2	1.1	4.4	3.1	-0.1
COc1ccccc1N(CC(=O)Nc1ccccc1C)S(C)(=O)=O	-4.7	-1.3	-2.7	-1.1	-2.9	4.2	1.7	6.3	6.2	-1.7
O=c1[nH]c(C2CCCN(S(=O)(=O)c3ccccc3)C2)nc2c1nnn2Cc1ccccc1F (stereo not drawn)	-3.1	-2.9	-2.5	0.9	0.5	5.5	-0.6	7.1	6.2	-5.2
CCCSc1nc(O)c(C2OC(=O)c3c2ccc(OC)c3OC)c(=O)n1C (stereo not drawn)	0.4	2.0	-2.8	0.4	-0.1	4.2	-1.4	4.2	-4.6	4.0
CNC(=O)C[C@@H]1C(=O)N(c2ccc(Br)cc2)CC1(C)C	-2.6	-2.4	1.3	-0.5	-1.4	2.6	-2.3	0.6	1.7	1.6
CNC(=O)c1ccc(-c2ccc(OC)cc2)s1	3.6	7.2	-0.6	50.3*	-4.0	2.2	-1.7	8.0	1.9	-3.1
Cc1ccc(C(=O)NNC(=O)c2ccncc2)cc1C	-5.1	4.1	12.1	-0.1	-0.9	8.4	-2.8	1.4	-3.7	0.2
CC(C)(C)n1ncc2c(=O)n(CC(=O)N3CCCCC3)cnc21	-6.5	5.2	-4.0	0.0	2.8	3.6	0.3	-2.9	1.5	-3.0
CCCCCc1ccc(-c2cn(CN3C(=O)c4ccccc4C3=O)nn2)cc1	-1.1	4.8	4.2	-0.3	3.9	-0.6	-2.8	5.9	-4.9	1.8
O=C(Nc1cccnc1)c1ccc(CSc2ccc(Cl)cc2)o1	-1.3	-3.3	-1.5	0.7	1.5	1.0	0.5	0.2	-5.6	-0.8
O=C(NC1(C(F)(F)F)Oc2ccccc2O1)N1CCCC1	-5.2	1.9	-4.3	0.0	1.5	0.4	1.8	5.6	1.1	-3.0
COc1ccc(N2CCN(C(=O)c3ccccc3NS(=O)(=O)c3ccc(C)cc3)CC2)cc1	-0.3	7.6	8.4	0.5	-3.4	14.9	2.1	-0.7	-1.8	-5.8
O=C(CC[C@H]1O[C@@H](n2cnc3c(NC(=O)c4ccccc4)ncnc32)[C@H](O)[C@@H]1O)NCc1cccc2ccccc12	-0.9	-0.9	-4.8	-0.3	0.6	2.1	-4.1	-2.9	3.5	-2.8
COc1ccccc1N(Cc1cc(=O)[nH]c2ccccc12)C(=O)c1cccc([N+](=O)[O-])c1	-7.8	-2.6	-7.7	0.2	0.4	4.3	0.9	-6.3	-0.8	-1.8
COc1ccc(C(CC(=O)N2CCOCC2)C(C)C)cc1 (stereo not drawn)	6.5	3.8	10.1	0.3	23.5*	-1.4	1.0	-3.1	0.8	14.6*
Cc1ccc(Cn2cc(CN3CC(N(C)C)CS3(=O)=O)nn2)cc1 (stereo not drawn)	0.8	-3.1	-7.5	-0.8	15.1	-3.7	-5.2	1.2	-1.3	5.9
CC(C)(C)NC(=O)NC(=O)COC(=O)c1cc(=O)[nH]c2ccccc12	-0.5	-4.2	-16.9	-42.4	6.7	6.2	-1.7	1.7	4.6	-2.8
COc1cc(S(=O)(=O)N(Cc2cccc(OC)c2OC)CC2CCCO2)ccc1-n1cnnn1 (stereo not drawn)	7.7	-6.2	-5.2	0.0	7.2	2.5	-7.7	3.7	-6.6	0.5
O=C(NCCc1ccccc1)C(=O)c1c[nH]c2ccccc12	-4.7	-4.7	8.5	-0.1	2.1	-4.9	1.8	3.5	4.9	2.8
O=C(Nc1cc(S(=O)(=O)N2CCOCC2)ccc1O)c1ccco1	0.5	4.6	3.9	-0.2	-3.0	2.8	-0.9	2.0	2.1	5.1
Other results
SMILES	LEDGF integ inh	SIAE inh	TDP2 absorb	proKLK7 act	UHRF1 binding	Tn6 DDE FP	PRMT1 FP inh	TCR-CD3 inh	DDE Tn7 FP inh	MBD2 DNA inh
CCn1cc(/C=C(\NC(=O)c2ccccc2Cl)C(=O)NCCN2CCOCC2)c2ccccc21	-2.4	10.0	-8.2	0.4	-1.8	3.8	0.7	4.6	4.8	-8.9
Cc1ccccc1-c1cc(C(=O)NCc2cccs2)n(CC2CC(c3cccnc3)=NO2)n1 (stereo not drawn)	-2.2	-3.7	12.5	0.8	-0.9	1.7	0.4	6.1	-8.9	-1.3
CCC(CO)NC1=CC(=O)CCC1 (stereo not drawn)	3.1	4.5	1.2	0.1	-2.8	-4.5	0.2	3.0	-0.4	-4.5
CCC(C)(C)NC(=O)C(c1ccc(OC)cc1)N(Cc1ccccc1)C(=O)CCC(=O)Nc1cc(C)on1 (stereo not drawn)	4.7	12.0	1.6	0.8	1.4	7.3	-2.8	0.7	7.4	-7.4

Structures listed so far that have a tert-butyl group (two):
SMILES	LEDGF integ inh	SIAE inh	TDP2 absorb	proKLK7 act	UHRF1 binding	Tn6 DDE FP	PRMT1 FP inh	TCR-CD3 inh	DDE Tn7 FP inh	MBD2 DNA inh
CC(C)(C)n1ncc2c(=O)n(CC(=O)N3CCCCC3)cnc21	-6.5	5.2	-4.0	0.0	2.8	3.6	0.3	-2.9	1.5	-3.0
CC(C)(C)NC(=O)NC(=O)COC(=O)c1cc(=O)[nH]c2ccccc12	-0.5	-4.2	-16.9	-42.4	6.7	6.2	-1.7	1.7	4.6	-2.8
